Compound activity as filed in PubChem BioAssay.
FLuc modulator – qHTS profiling assay for firefly luciferase inhibitor/activator using purifed enzyme and Km concentrations of substrates (counterscreen for miR-21 project). purified FLuc, Km substrates, luminescence inhibition. Potency, µM (doses to about 57.5 µM), for the others: at the highest dose activity change, negative = inhibition, actives largely listed as inhibitors. actives 6.9% (n = 360,000). AID 588342, 2011. Luciferin 4-monooxygenase (Photinus pyralis), P08659; active means well fitted inhibition curve with a large enough effect; inconclusive means small, poorly fitted or top-dose-only effect;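 further: plate controls were vehicle for no effect and reference inhibitor for full effect; nearly all actives have a fitted effect of over 55% in size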
Target sequence (P08659 whole entry, looked up): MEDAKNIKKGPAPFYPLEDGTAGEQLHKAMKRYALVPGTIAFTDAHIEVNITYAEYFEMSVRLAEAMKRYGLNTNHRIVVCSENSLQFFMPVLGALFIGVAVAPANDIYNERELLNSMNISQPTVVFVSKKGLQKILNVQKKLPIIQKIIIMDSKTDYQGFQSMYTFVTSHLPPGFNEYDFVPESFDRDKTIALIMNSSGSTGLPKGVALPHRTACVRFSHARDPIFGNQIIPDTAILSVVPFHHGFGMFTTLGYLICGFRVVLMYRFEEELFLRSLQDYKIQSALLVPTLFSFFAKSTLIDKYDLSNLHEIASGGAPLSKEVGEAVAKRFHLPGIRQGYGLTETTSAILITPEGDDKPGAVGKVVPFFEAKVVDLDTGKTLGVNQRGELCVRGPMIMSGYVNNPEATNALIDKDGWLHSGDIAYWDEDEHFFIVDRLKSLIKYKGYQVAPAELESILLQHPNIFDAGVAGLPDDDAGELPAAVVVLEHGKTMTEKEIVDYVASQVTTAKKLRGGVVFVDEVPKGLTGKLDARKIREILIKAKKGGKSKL
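Purified P. pyralis luciferase, 10 nM final, with Km-level 10 uM D-luciferin and 10 uM ATP in 50 mM Tris acetate pH 7.5, 10 mM Mg acetate, 0.01% Tween-20, 0.05% BSA; 6-point qHTS titration about 60 µM downward; luminescence read.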
Numbers without * were called inactive; ? = inconclusive. Potency means the concentration at half of the fitted maximal effect. A portion of the library. The share of hits here may be higher or lower than overall.

SMILES	FLuc modulator
Cn1c(=O)c2nc(SCC(=O)Nc3cc(Cl)ccc3Cl)n(C)c2n(C)c1=O	-5.4%
COc1ccccc1CNC(=O)CCCn1c(=O)c2ccccc2n(CC(=O)Nc2c(C)cc(C)cc2C)c1=O	1.0%
CCc1ccccc1NC(=O)N1CCCn2nc(C)cc21	-0.3%
O=C(C1CCCCC1)N(Cc1cccnc1)c1nc2c(F)cc(F)cc2s1	4.8%
COc1ccc(N2CCN(Cc3nc4c(c(=O)[nH]c(=O)n4C)n3CC(C)C)CC2)cc1	-3.5%
Cc1cccc(CNC(=O)CN2CC(C)Sc3ccccc32)c1 (centres undefined)	0.5%
COc1cccc(-c2cc(C(=O)Nc3cc(OC)c(OC)c(OC)c3)on2)c1	-11.4%
O=C(NCCc1csc(-c2ccc(F)cc2)n1)c1c(F)cccc1Cl	-19.3%
CNC(=O)c1ccc2nc(Cc3ccccc3)oc2c1	?
COC(=O)c1ccc(OCC2c3cc(OC)c(OC)cc3CCN2C(=O)COc2ccc(Cl)cc2)cc1 (centres undefined)	-1.5%
CCCCC(=O)OC1=C(C(=O)c2ccccc2)N(CC)S(=O)(=O)c2ccccc21	-8.1%
Cc1cc(C)cc(N(C)S(=O)(=O)c2nnc(NC(=O)COc3ccc(Cl)cc3)s2)c1	-13.4%

Random excerpt: 4 records from the list, in no set order.
SMILES	FLuc modulator
COc1ccccc1CNC(=O)CCCn1c(=O)c2ccccc2n(CC(=O)Nc2c(C)cc(C)cc2C)c1=O	1.0%
COc1ccc(N2CCN(Cc3nc4c(c(=O)[nH]c(=O)n4C)n3CC(C)C)CC2)cc1	-3.5%
O=C(NCCc1csc(-c2ccc(F)cc2)n1)c1c(F)cccc1Cl	-19.3%
CCCCC(=O)OC1=C(C(=O)c2ccccc2)N(CC)S(=O)(=O)c2ccccc21	-8.1%

Back to the main list with the three entries that preceded the break.
SMILES	FLuc modulator
COC(=O)c1ccc(OCC2c3cc(OC)c(OC)cc3CCN2C(=O)COc2ccc(Cl)cc2)cc1 (centres undefined)	-1.5%
CCCCC(=O)OC1=C(C(=O)c2ccccc2)N(CC)S(=O)(=O)c2ccccc21	-8.1%
Cc1cc(C)cc(N(C)S(=O)(=O)c2nnc(NC(=O)COc3ccc(Cl)cc3)s2)c1	-13.4%
O=C(Nc1cc(-c2ccc(F)c(F)c2)no1)c1ccccc1F	-12.4%
CCCCN(CC)CCCNC(=O)c1cc2c(=O)oc3ccc(C)cc3c2s1	1.8%
Cc1ccc2nc(COc3ccccc3NC(=O)c3ccccc3F)cc(=O)n2c1	1.4%
Cc1cccc(N2CCN(C(=O)CCn3c(=O)c4cccn4c4cccnc43)CC2)c1C	-8.7%
CC1=C(C(=O)Nc2ccccc2)C(c2cccnc2)n2nc(SCc3ccccc3Cl)nc2N1 (centres undefined)	-1.0%
CCOc1ccc(-n2c(SCC(=O)Nc3ccc(F)cc3)nc3c([nH]c4ccccc43)c2=O)cc1	4.1%
CN1c2ccccc2-c2nc(SCC(=O)Nc3ccccc3)ncc2S1(=O)=O	-10.1%
COc1ccc(CCNCc2ccc3c(c2)n(C)c(=O)n3C)cc1OC	-5.7%
Cc1ccc(CCNC(=O)C2CCN(c3nnc(C)c4c(C)n(-c5ccccc5)nc34)CC2)cc1	-4.7%
CN(C)c1ccc(CNC(=O)c2ccc(Cn3c(=O)c4cccn4c4cccnc43)cc2)cc1	0.3%
CCOC(=O)c1ccc(NC(=O)CSc2nc3ncc(Br)c(C)c3[nH]2)cc1	-5.7%
COc1ccc(NC(=O)c2ccco2)cc1NC(=O)COc1ccccc1Cl	-1.1%
Fc1ccc(C(c2nnc(-c3ccccc3)o2)N2CCN(c3cccc(Cl)c3)CC2)cc1 (centres undefined)	-11.5%
CCOc1ccccc1C1CC(=O)Nc2c1c(=O)n(C)c1ncnn21 (centres undefined)	-6.3%
COc1nnc(-c2ccc(N3CCCCC3)c(NC(=O)c3ccc(C)cc3)c2)c2ccccc12	-7.5%
Cc1ccc(CN(C(=O)COc2ccc(Cl)cc2C)C2CCS(=O)(=O)C2)o1 (centres undefined)	4.7%
COC(=O)c1cc(NC(=O)Cn2nc(-c3ccccc3)c3c(c2=O)CCCC3)cc(C(=O)OC)c1	-17.5%
Cc1ccc(NC(=O)CCCn2c(=O)c3cccn3c3ccccc32)c(Cl)c1	-1.0%
CCCCN(CCCC)C(=O)C1CCN(S(=O)(=O)c2cccc3nsnc23)CC1	-7.9%
CCOC(=O)c1c(-c2ccc(OC)cc2)oc2ccc(OCc3ccc(F)cc3F)cc12	3.7%
Cc1ccc(NC(=O)COc2ccc3oc4c(c3c2)CCCC4)cc1C	-2.8%
O=C(NCCc1ccccc1)C(=O)NCC(c1cccnc1)N1CCN(c2ccccc2)CC1 (centres undefined)	-8.0%
Cc1ccc(NC(=O)Nc2nnc(N3CCCC3)s2)c(C)c1	-1.3%
Cn1cc(S(=O)(=O)N2CCCCCC2)cc1C(=O)Nc1ccc(Cl)c(C(F)(F)F)c1	-0.9%

Entries listed so far that have two or more sulfur atoms (3):
SMILES	FLuc modulator
Cc1cc(C)cc(N(C)S(=O)(=O)c2nnc(NC(=O)COc3ccc(Cl)cc3)s2)c1	-13.4%
CN1c2ccccc2-c2nc(SCC(=O)Nc3ccccc3)ncc2S1(=O)=O	-10.1%
CCCCN(CCCC)C(=O)C1CCN(S(=O)(=O)c2cccc3nsnc23)CC1	-7.9%

New compounds follow.
SMILES	FLuc modulator
CC(=O)c1ccc(NC(=O)CCSc2nc(-c3ccco3)cc(C(F)(F)F)n2)cc1	-1.4%
COc1ccc(OCC(=O)Nc2cc(-c3ccccc3F)nn2-c2ccccc2)cc1	-2.8%
CCOc1ccc(C(=O)NCCn2cc(SCC(=O)NCCc3ccc(OC)c(OC)c3)c3ccccc32)cc1	?
COc1ccc(C)cc1NC(=O)c1oc2ccc(S(=O)(=O)N3CCOCC3)cc2c1C	-1.8%
O=S(=O)(Nc1ccc(-c2ccc(N3CCCC3)nn2)cc1)c1ccc(Cl)cc1	-6.2%
Cc1cc(=O)[nH]c2nnc(SCc3ccccc3F)n12	-12.9%
Cc1ccccc1OCC(=O)OCc1cc(=O)n2nc(-c3cccs3)sc2n1	3.5%
Cc1ccc(Cn2cc(CCC(=O)NCc3ccccc3F)c3ccccc32)cc1	-2.3%
CC(C)(C)OC(=O)N1CCC(c2c(C(=O)Nc3cccc(C(F)(F)F)c3)cnn2-c2ccc(F)cc2F)CC1	-3.7%
CCC(=O)N1CCc2cc(Br)cc(S(=O)(=O)CCC(=O)N3CCN(c4ccccc4OC)CC3)c21	-4.8%
Cc1ccc2nc(CSc3nnc(NC(=O)C(C)C)s3)cc(=O)n2c1	3.1%
COCc1cc(C)nc2sc3c(c12)NC(c1ccccc1C(=O)O)N(c1cccc(C(F)(F)F)c1)C3=O (centres undefined)	?
CCOC(=O)c1c(-c2ccccc2)oc2ccc(OCc3ccccc3Br)cc12	-0.4%
CCCN(CCC)C(=O)Cn1c(=O)n(-c2cccc(OC)c2)c(=O)c2c3c(sc21)CCCC3	3.5%
COc1ccc(CCNC(=O)c2ccc3c(c2)nc2n3CCC(C)C2)cc1OC (centres undefined)	-10.4%
CN(C1CCCCC1)S(=O)(=O)c1ccc2c(c1)c(=O)c(C(=O)NCc1ccc(Cl)cc1)cn2C	-0.7%
Cc1cccc(Oc2ccc(NC(=O)CCC(=O)OCC(=O)c3ccc(Br)cc3)cc2)c1C	-9.9%
Cc1c(Cl)cccc1NC(=O)NCc1c(-n2cccc2)sc2c1CCCC2	-10.8%
COc1cccc(CNC(=O)c2cccc(NC(=O)c3nsc4ccccc34)c2)c1	6.75µM*
CCOCN(C(=O)Cn1cnc2cc(C)c(C)cc21)c1c(C)cccc1CC	-0.3%
O=C(CSc1cn(CC(=O)N2CCCCC2)c2ccccc12)Nc1ccccc1	-7.3%
COc1ccc(C(=O)NCCc2csc(-c3ccc(Cl)cc3)n2)cc1	12µM*
Cc1ccccc1C(=O)Oc1c(Sc2ccccc2)c(C)nn1C(C)(C)C	-1.9%
CCN1C(=O)c2ccccc2Sc2ccc(NC(=O)c3ccc(C#N)cc3)cc21	-2.9%
O=c1n(Cc2ccc(F)cc2)c2ccccc2c2nc(-c3ccccc3)nn12	-12.7%
COc1ccc(C(=O)NCC(c2cccnc2)N2CCc3ccccc32)cc1 (centres undefined)	-8.3%
Cc1ccccc1Nc1c(-c2ccc(O)cc2)nc2c(C)cccn12	?
Cc1cccc(CCNC(=O)c2ccc(CSCc3cccc(Cl)c3)o2)c1	-19.8%
Cc1ccc(NC(=O)NCc2cccn2Cc2ccccc2)c(C)c1	-1.5%
CN(C1CCCCC1)S(=O)(=O)c1ccc2c(c1)c(=O)c(C(=O)NCCc1ccccc1)cn2C	5.4%
Cc1ccccc1NS(=O)(=O)c1nnc(NC(=O)c2ccco2)s1	?
Cn1cc(C(=O)O)c(=O)c2cc(S(=O)(=O)N3CCOCC3)ccc21	-4.2%
CCc1ccc(OCC(=O)NCC(c2ccc(OC)cc2)N2CCOCC2)cc1 (centres undefined)	-0.7%
Cc1ccc(OCCOCCn2c(-c3ccc(Cl)cc3)nc3ccccc3c2=O)cc1	-2.5%
Cc1ccccc1-c1nc(CNC(=O)Nc2ccccc2)c(C)o1	-15.3%
CCc1ccc(NC(=O)C(=O)NCC(c2cccnc2)N2CCOCC2)cc1 (centres undefined)	-10.7%
COC(=O)c1sccc1S(=O)(=O)N1CCN(c2ccc(C(C)=O)cc2)CC1	-13.2%
CCc1nn2c(-c3ccco3)ccnc2c1-c1ccc(F)cc1	10.7µM*
COc1ccc(C(=O)N2CC(=O)Nc3ccc(C)cc3C2c2ccccc2)c(OC)c1 (centres undefined)	-10.9%
CCN1CCN(c2nnc(-n3cccc3C(=O)NCc3ccccc3OC)s2)CC1	-3.8%
Cc1ccc(-c2nc3ccccn3c2Nc2ccccc2C)s1	-19.5%
CCn1c(=O)c2cc(C(=O)NC3CCCCCC3)sc2c2ccccc21	-6.9%
COc1ccc(N2CCN(C(c3ccccc3)c3nnc(-c4ccccc4Cl)o3)CC2)cc1 (centres undefined)	?
CCCOc1ccc(NC(=O)CC2C(=O)N(c3ccccc3)C(=O)N2Cc2ccco2)cc1 (centres undefined)	-2.4%
CCOC(=O)c1ccc(NC(=O)Cn2cc(S(=O)(=O)Cc3ccccc3F)c3ccccc32)cc1	-13.5%
CCOC(=O)c1cc(-c2ccc(OC)cc2)n(CCC(=O)NC2CCCCC2)c1C	-9.5%
CSc1nc(=O)c2c(n1C)NC(=O)CC2c1ccccc1OC(C)C (centres undefined)	-0.8%
Cc1nc2cccnc2n1-c1cccc(C(=O)N2CCN(c3cccc(Cl)c3)CC2)c1	-1.5%
CCc1ccc(OCC(=O)Nc2c(C(=O)c3ccccc3)oc3ccccc23)cc1	2.7%
COc1cc(OC)c(NC(=O)c2cc(CN3CCOCC3)on2)cc1Cl	0.2%
CCOC(=O)c1cc(-c2ccccc2)n(-c2cccc(C(=O)Nc3cccc(SC)c3)c2)c1C	1.9%
Cc1cccc(N2CCN(C(=O)CS(=O)(=O)c3cccc4nsnc34)CC2C)c1 (centres undefined)	-7.8%
COc1cccc(NC(=O)CC2NCCNC2=O)c1 (centres undefined)	-0.7%
Cc1ccc2nc(COc3ccccc3NC(=O)c3ccccc3C)cc(=O)n2c1	1.3%
CCOc1ccc(NC(=O)NC(C)c2c(-n3cccc3)sc(C)c2C)cc1 (centres undefined)	4.0%
CCOc1ccccc1NC(=O)NC(CC)c1c(-n2cccc2)sc2c1CCN(C)C2 (centres undefined)	1.3%
COc1ccc(C)cc1NC(=O)CN(c1ccccc1)S(=O)(=O)N(C)C	5.0%
Cn1ncc(C(=O)N2CCN(c3ccccc3F)CC2)c1C1CCN(C(=O)OC(C)(C)C)CC1	-4.8%
COc1ccc(C(=O)Nc2nc3nc(C)c(Cl)c(=O)n3[nH]2)cc1	-4.7%
CC(C)(C)OC(=O)N1CCC(c2c(C(=O)NC3CCCCC3)cnn2-c2cccc(F)c2)CC1	-0.5%
Remaining list, next part
SMILES	FLuc modulator
CC(=O)c1ccc(NC(=O)CCn2cccn2)cc1	2.0%
Cc1cc2nc(-c3ccc(OCc4ccc(F)cc4)cc3)cc(C(F)(F)F)n2n1	-7.7%
COc1ccc(-c2noc(CSc3nc(C)cc(=O)[nH]3)n2)cc1OC	?
C=Cc1ccc(Cn2c(C(=O)O)c(CNCCc3ccccc3)c3ccc(C)cc32)cc1	-14.2%
COc1ccc(S(=O)(=O)N2CCN(Cc3ccc4c(c3)OCO4)CC2)cc1OC	-7.4%
O=S(=O)(c1ccccc1)c1nnn2c1nc(NCc1ccccc1)c1cc(Cl)ccc12	1.7%
COc1ccc(-c2nc3c4ccccc4n(CC(=O)N4CCN(c5ccccc5F)CC4)c(=O)n3n2)cc1	-5.0%
Cc1cc(C)cc(NC(=O)Nc2nnc(N(C)C3CCCCC3)s2)c1	-4.1%
Cc1ccc(CNS(=O)(=O)c2ccc(C(=O)N(C)C)s2)cc1	-9.4%
Cc1ccc(NC(=O)CN2C(=O)C(c3ccc(C)cc3)=NC23CCCCCC3)cc1	-7.1%
COc1ccc(-c2c(C)nn3c(C(F)(F)F)cc(C)nc23)cc1OC	-2.3%
COc1ccc(OCC(=O)N(Cc2cccs2)c2ccc(OC)cc2)cc1	?
CCc1ccc(NC(=O)CSc2nc3nccnc3c(=O)n2CCc2c[nH]c3ccccc23)cc1	-0.6%
Cc1ccc2nc(Nc3ccc(C)c(F)c3)c3nncn3c2c1	1.8%
COc1cc(OC)c(NS(=O)(=O)c2ccc3c(c2)CCCN3C(C)=O)cc1Cl	-7.6%
CCc1nnc(SCc2ccc(OC)cc2)c2cc3sc(C)cc3n12	0.3%
O=C(CSc1nc2ccccc2n1Cc1cccc(C(F)(F)F)c1)NCc1ccccc1	4.8%
